KDM4C inh – inhibitors of human demethylase GASC-1 KDM4C. AID 720574. hit rate 0.15% among 96,000. Q9H3R0. GST-KDM4C 2-372, H3K9me3 peptide, LANCE TR-FRET. inhibition, % at 12.5 µM;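 active = mean replicate inhibition above about 25%, with at least 55% of replicates also reaching it, limit read from the data, passing the limit was not always enough; inconclusive = only one of those two conditions met; inactive = neither condition met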
Target sequence (Q9H3R0 2-372 limits assumed): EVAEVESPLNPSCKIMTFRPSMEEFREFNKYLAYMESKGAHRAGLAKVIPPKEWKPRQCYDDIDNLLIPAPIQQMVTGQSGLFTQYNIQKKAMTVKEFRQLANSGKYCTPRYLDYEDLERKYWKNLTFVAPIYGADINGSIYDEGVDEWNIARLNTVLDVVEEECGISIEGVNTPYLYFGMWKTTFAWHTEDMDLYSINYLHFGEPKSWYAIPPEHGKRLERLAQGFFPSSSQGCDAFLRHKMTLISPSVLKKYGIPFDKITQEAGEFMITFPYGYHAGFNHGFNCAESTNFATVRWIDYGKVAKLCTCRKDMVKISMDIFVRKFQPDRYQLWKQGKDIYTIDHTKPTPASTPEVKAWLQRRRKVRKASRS
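Test system: N-terminal GST-fused human GASC-1 (KDM4C) fragment, residues 2-372; quantity: GASC-1 enzyme at 10 nM final in reaction; dosing: single dose; schedule: 30 min demethylation and 1 h detection at room temperature; signal: LANCE TR-FRET, excitation 340 nm, emissions 618 and 671 nm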
Tcruzi prolif – blocks T. cruzi growth in NIH3T3 culture; T. cruzi beta-gal in NIH3T3, GalScreen luminescence, 90 h; inhibition, % at 8.34 µM; hit rate 5.9% among 77,000; AID 624255;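 active = mean inhibition above about 93%, with at least 55% of replicates each passing it, limit read from the data, passing the limit was not always enough; inconclusive = only one of those two conditions holds; inactive = neither condition holds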
Pf Dd2 inh – blocks growth of Plasmodium falciparum Dd2 parasites. activity change, % at 10 µM. P. falciparum Dd2 growth, SYBR Green, 72 h; hits give low values. AID 1159554. hit rate 2.3% among 94,000; in the data active = activity change below about -80%; inconclusive = no clear call, values can overlap the other calls
C diff growth – C. difficile growth inhibition | Clostridium difficile clinical isolate growth, OD600, 24 h; hits give low values | growth activity, negative = inhibition, % at 16 µg/mL (by protocol) | hit rate 0.25% among 86,000;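 active = mean growth activity at or below -80% and every replicate also at or below -80%; inconclusive = mean at or below -80% but some replicate above -80%; inactive = mean growth activity above -80%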;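 note: 0% = DMSO wells and -100% = levofloxacin 16 µg/mL wells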
* = called active by the depositor; ? = inconclusive; nt = no result given.

SMILES | KDM4C inh | Tcruzi prolif | Pf Dd2 inh | C diff growth
C[C@@H]1CCCCO[C@H](CN(C)S(C)(=O)=O)[C@H](C)CN([C@@H](C)CO)C(=O)c2cc(NS(=O)(=O)c3ccccc3)ccc2O1 | -1.3 | -1.1 | -5.7 | 10.5
CN1CCN(C(=O)C[C@H]2CC[C@@H]3[C@H](COC[C@@H](O)CN3C(=O)C3CC3)O2)CC1 | 1.1 | -15.0 | 0.1 | -1.8
CC(=O)N(C)C[C@H]1Oc2cc(-c3cccc(F)c3)ccc2S(=O)(=O)N([C@@H](C)CO)C[C@@H]1C | 2.0 | 12.1 | 2.2 | -1.6
C[C@@H]1CN([C@H](C)CO)S(=O)(=O)c2ccc(C#CC3CC3)cc2O[C@@H]1CN(C)Cc1ccccc1 | 0.6 | -5.8 | -39.6 | -1.8
COc1ccc(NC(=O)N(C)C[C@H]2Oc3ccc(NC(=O)CCC(F)(F)F)cc3C(=O)N([C@@H](C)CO)C[C@@H]2C)cc1 | 1.2 | -2.8 | 13.5 | -0.2
CO[C@@H]1CN(C)C(=O)c2cc(NC(=O)NC(C)C)ccc2OC[C@H](C)N(C(=O)NC(C)C)C[C@H]1C | 0.7 | -26.6 | nt | -6.5
C[C@H](CO)N1C[C@H](C)[C@@H](CN(C)CC2CCCCC2)OCCCC[C@H](C)Oc2ccc(N(C)C)cc2C1=O | 0.8 | 99.0* | -9.8 | 4.7
C[C@@H]1CCCCO[C@H](CN(C)Cc2ccc(C(F)(F)F)cc2)[C@H](C)CN([C@H](C)CO)C(=O)c2cc(N(C)C)ccc2O1 | 2.4 | 88.9 | -24.8 | 12.0
CC(C)C#Cc1cnc2c(c1)C(=O)N([C@@H](C)CO)C[C@H](C)[C@@H](CN(C)C(=O)C1CCC1)O2 | -2.4 | 28.9 | nt | 2.1
COc1cccc(C#Cc2cnc3c(c2)C(=O)N([C@H](C)CO)C[C@H](C)[C@H](CN(C)C(=O)C2CCC2)O3)c1 | 0.2 | 64.1 | -32.0 | 9.1
Cc1noc(C)c1S(=O)(=O)Nc1ccc2c(c1)C(=O)N([C@H](C)CO)C[C@H](C)[C@H](CN(C)C(=O)Nc1ccccc1)OCCCC[C@H](C)O2 | -0.5 | 37.2 | -35.3 | -4.5
O=C(C[C@H]1C=C[C@@H](NC(=O)Nc2cc(F)ccc2F)[C@H](CO)O1)NCc1ccccn1 | 0.8 | 15.8 | -5.1 | 0.5
CC(C)NC(=O)N(C)C[C@H]1Oc2ccc(NC(=O)Nc3ccccc3)cc2CC(=O)N([C@H](C)CO)C[C@H]1C | 0.3 | nt | 2.9 | -3.2
COc1ccc(S(=O)(=O)Nc2ccc3c(c2)C(=O)N([C@H](C)CO)C[C@H](C)[C@@H](CN(C)Cc2ccc(C(F)(F)F)cc2)OCCCC[C@@H](C)O3)cc1 | -1.0 | 97.7* | -38.2 | -2.2
CO[C@H]1CN(C)C(=O)c2cc(NS(=O)(=O)c3cn(C)cn3)ccc2OC[C@H](C)N(Cc2cccc(F)c2)C[C@H]1C | 1.6 | nt | -6.9 | nt
COc1ccccc1-c1cn(CC[C@@H]2CC[C@H](NC(=O)C3CCOCC3)[C@@H](CO)O2)nn1 | 0.7 | 5.8 | 17.4 | nt
O=C(CCN1CCCCC1)N[C@@H]1CC[C@H](CCNC(=O)c2cc(Cl)cc(Cl)c2)O[C@@H]1CO | -3.6 | -55.9 | -2.4 | nt
COc1cccc(S(=O)(=O)Nc2ccc3c(c2)[C@H]2C[C@@H](CC(=O)NCc4ccccc4F)O[C@@H](CO)[C@H]2O3)c1 | -0.6 | -54.4 | -18.4 | 5.0
C/C=C/c1ccc([C@H]2[C@@H](CO)N3CCCCN(C(=O)Nc4ccccc4F)C[C@@H]23)cc1 | -1.6 | 109.6* | 21.1 | -3.2
CCS(=O)(=O)Nc1ccc2c(c1)C(=O)N(C)[C@H]1CC[C@H](CC(=O)N3CCN(C)CC3)O[C@H]1CO2 | 1.7 | 55.2 | 8.3 | -11.7
C[C@H](O)C#Cc1cnc2c(c1)C(=O)N([C@@H](C)CO)C[C@H](C)[C@H](CN(C)C(=O)c1ccncc1)O2 | 0.5 | 17.3 | 24.7 | -2.2
CCC(=O)Nc1ccc2c(c1)OC[C@@H](C)N(Cc1cccnc1)C[C@H](C)[C@@H](OC)CN(C)C2=O | 0.6 | 24.3 | 14.8 | nt
O=C([C@@H]1[C@@H](CO)[C@@H]2Cn3c(cccc3=O)[C@@H]2N1CC1CCCC1)N1CCc2ccccc2C1 | 3.8 | 65.2 | nt | 0.8
C[C@H](CO)N1C[C@H](C)[C@H](CN(C)C(=O)Nc2ccc3c(c2)OCO3)Oc2ncc(-c3cccnc3)cc2C1=O | -1.2 | 23.2 | 13.4 | 1.4
CC(C)NC(=O)N(C)C[C@@H]1Oc2ccc(NC(=O)CCCN(C)C)cc2C(=O)N([C@H](C)CO)C[C@@H]1C | 1.6 | nt | 6.3 | -4.0
SMILES | KDM4C inh | Tcruzi prolif | Pf Dd2 inh | C diff growth
C[C@@H]1CN([C@@H](C)CO)C(=O)c2cc(NS(=O)(=O)c3ccccc3)ccc2O[C@@H](C)CCCCO[C@@H]1CN(C)C | 1.2 | -48.6 | nt | -1.1
C[C@H](CO)N1C[C@H](C)[C@H](CN(C)C(=O)Nc2ccc(C(F)(F)F)cc2)Oc2ncc(C#C[C@@H](C)O)cc2C1=O | 1.7 | nt | 5.1 | -0.2
C[C@H](CO)N1C[C@H](C)[C@H](CN(C)CC2CCCCC2)Oc2ccc(NC(=O)CCCN(C)C)cc2CC1=O | 1.0 | 78.2 | -18.6 | -2.3
CC(C)C#Cc1ccc([C@@H]2[C@@H](CO)N3C(=O)CN(C(=O)C4CCCCC4)C[C@H]23)cc1 | -0.3 | nt | -21.2 | 28.4
C[C@@H]1CN([C@H](C)CO)C(=O)c2cccc(NS(=O)(=O)c3ccc(Cl)cc3)c2O[C@@H]1CN(C)Cc1ccc(Cl)c(Cl)c1 | 0.0 | 63.6 | -5.5 | 33.6
COCC(=O)Nc1ccc2c(c1)OC[C@H](C)N(C(=O)c1ccccn1)C[C@@H](C)[C@@H](OC)CN(C)C2=O | -1.2 | -11.0 | 10.3 | 10.0
O=C(C[C@@H]1C[C@@H]2c3cc(NC(=O)NC4CCCC4)ccc3O[C@@H]2[C@@H](CO)O1)NCc1ccc(Cl)cc1 | 0.5 | 24.7 | -26.0 | -1.5
C[C@H](CO)N1C[C@H](C)[C@@H](CN(C)CC2CCCCC2)OCc2cn(nn2)CCCC1=O | -0.5 | 0.7 | 2.1 | -0.6
Cc1ccc(NC(=O)Nc2ccc3c(c2)C(=O)N(C)[C@H]2CC[C@H](CC(=O)O)O[C@@H]2CO3)cc1 | -1.8 | 11.1 | 8.2 | 1.9
CN(C)C(=O)c1ccc(-c2ccc([C@H]3[C@H](C#N)N(S(C)(=O)=O)[C@H]3CO)cc2)cc1 | -2.4 | 26.2 | -32.1 | -7.2
COCC(=O)Nc1ccc2c(c1)C(=O)N(C)[C@H]1CC[C@@H](CC(=O)NC3Cc4ccccc4C3)O[C@@H]1CO2 | 4.1 | 6.1 | 6.7 | -1.7
O=C(NCc1cc(F)cc(F)c1)[C@@H]1[C@@H](CO)[C@@H]2Cn3c(cccc3=O)[C@H]1N2 | -2.4 | 61.3 | nt | 3.7
C[C@@H]1CCCCO[C@@H](CN(C)S(=O)(=O)c2ccc(Cl)cc2)[C@H](C)CN([C@H](C)CO)C(=O)c2cc(NS(=O)(=O)c3ccc(Cl)cc3)ccc2O1 | 0.1 | 62.1 | -62.1 | 0.7
C[C@H]1CCCCO[C@@H](CN(C)C(=O)NC2CCCCC2)[C@@H](C)CN([C@@H](C)CO)C(=O)c2cc(NS(=O)(=O)c3cccs3)ccc2O1 | -0.8 | 48.7 | -70.3 | 16.5
OC[C@@H]1[C@H](c2ccc(C3=CCCC3)cc2)[C@H]2CN(Cc3cncnc3)CCCCN12 | -0.8 | ? | -26.6 | -0.1
C[C@H](CO)N1C[C@H](C)[C@H](CN(C)Cc2ccc(Oc3ccccc3)cc2)Oc2ccc(NC(=O)Nc3ccccc3)cc2CC1=O | 0.2 | 35.0 | -20.3 | 43.8
Cc1noc(C)c1S(=O)(=O)N(C)C[C@H]1OCCCC[C@H](C)Oc2ccc(NC(=O)NC(C)C)cc2C(=O)N([C@@H](C)CO)C[C@@H]1C | 0.9 | 45.9 | -33.4 | 4.5
CCCN1[C@@H]2c3ccc(-c4ccccc4F)c(=O)n3C[C@H]1[C@H](CO)[C@H]2C(=O)NCCOC | -1.5 | 7.5 | 16.1 | -4.9
CCCNC(=O)C[C@@H]1CC[C@@H]2[C@H](COC[C@@H](O)CN2C(=O)C2CCOCC2)O1 | 0.7 | 80.2 | -0.2 | nt
COc1ccc(NC(=O)N(C)C[C@@H]2OCCCC[C@@H](C)Oc3ccc(NS(=O)(=O)c4c(C)noc4C)cc3C(=O)N([C@@H](C)CO)C[C@H]2C)cc1 | -2.3 | 45.2 | -35.3 | -3.4
C[C@@H]1CN([C@@H](C)CO)C(=O)Cc2cc(NC(=O)NC3CCCCC3)ccc2O[C@@H]1CN(C)Cc1ccc(Cl)c(Cl)c1 | 5.3 | 82.4 | 21.0 | 14.0
CCCC(=O)Nc1ccc2c(c1)OC[C@@H](C)N(C(C)=O)C[C@H](C)[C@H](OC)CN(C)C2=O | -0.1 | -19.3 | nt | 0.8
COc1ccccc1-c1ccc2n(c1=O)C[C@H]1[C@H](CO)[C@@H](C(=O)NCc3ccccn3)[C@@H]2N1C | -1.3 | nt | 52.9 | -2.1
CN(C)C(=O)c1ccc(-c2ccc([C@@H]3[C@@H](CO)N4C(=O)CN(C(=O)CC5CC5)C[C@@H]34)cc2)cc1 | -1.4 | nt | 18.9 | 3.9
C[C@@H]1CCCCO[C@@H](CN(C)C(=O)Nc2ccc(F)cc2)[C@H](C)CN([C@@H](C)CO)C(=O)c2cc(NC(=O)Nc3ccccc3)ccc2O1 | 0.2 | 104.4 | 20.5 | -2.3

One compound at a time, from the list above. Screens in order: KDM4C inh	Tcruzi prolif	Pf Dd2 inh	C diff growth
C[C@H](CO)N1C[C@H](C)[C@H](CN(C)CC2CCCCC2)Oc2ccc(NC(=O)CCCN(C)C)cc2CC1=O reads 1.0	78.2	-18.6	-2.3
C[C@@H]1CCCCO[C@@H](CN(C)S(=O)(=O)c2ccc(Cl)cc2)[C@H](C)CN([C@H](C)CO)C(=O)c2cc(NS(=O)(=O)c3ccc(Cl)cc3)ccc2O1 reads 0.1	62.1	-62.1	0.7
OC[C@@H]1[C@H](c2ccc(C3=CCCC3)cc2)[C@H]2CN(Cc3cncnc3)CCCCN12 reads -0.8	?	-26.6	-0.1
Cc1ccc(NC(=O)Nc2ccc3c(c2)C(=O)N(C)[C@H]2CC[C@H](CC(=O)O)O[C@@H]2CO3)cc1 reads -1.8	11.1	8.2	1.9

Continued:
SMILES | KDM4C inh | Tcruzi prolif | Pf Dd2 inh | C diff growth
C[C@@H]1CCCCO[C@@H](CN(C)C(=O)Nc2cccc3ccccc23)[C@H](C)CN([C@@H](C)CO)C(=O)c2cc(NS(=O)(=O)c3ccc(Cl)cc3)ccc2O1 | 0.1 | 98.3* | -5.6 | -4.6
CC(=O)N(C)C[C@@H]1Oc2cc(-c3cncnc3)ccc2S(=O)(=O)N([C@@H](C)CO)C[C@@H]1C | -0.6 | -21.0 | 41.1 | 1.6
C[C@@H]1CCCCO[C@H](CN(C)Cc2ccccc2)[C@@H](C)CN([C@H](C)CO)C(=O)c2cc(NS(=O)(=O)c3ccccc3)ccc2O1 | -1.6 | 44.9 | -12.9 | nt
COCc1cn(CC[C@H]2CC[C@@H](NC(=O)Cc3cccnc3)[C@H](CO)O2)nn1 | -0.6 | -43.0 | -13.2 | 5.1
CCC(=O)N1[C@H](CO)[C@@H](c2ccccc2)C12CN(C(=O)CN1CCOCC1)C2 | nt | nt | 4.1 | 13.9
COc1cccc(C#Cc2ccc3c(c2)O[C@H](CN(C)C(=O)CN2CCOCC2)[C@H](C)CN([C@H](C)CO)S3(=O)=O)c1 | -3.9 | 8.7 | -24.3 | -0.1
C[C@@H]1CN([C@H](C)CO)C(=O)c2cccc(NC(=O)c3ccncc3)c2O[C@@H]1CN(C)Cc1ccccc1 | 1.6 | 35.2 | 2.6 | 8.7
C[C@H](CO)N1C[C@H](C)[C@@H](CN(C)CC2CCCCC2)Oc2ccc(NC(=O)Cc3cn(C)c4ccccc34)cc2CC1=O | -3.0 | 10.1 | -52.0 | 4.2
C[C@@H]1CN([C@@H](C)CO)C(=O)c2cc(NC(=O)Nc3cccc4ccccc34)ccc2O[C@H]1CN(C)S(=O)(=O)c1ccccc1 | 3.5 | 13.6 | -0.6 | -7.3
COc1cccc(S(=O)(=O)N[C@H]2C=C[C@H](CC(=O)NCc3ccccc3)O[C@H]2CO)c1 | -0.1 | nt | 12.4 | -0.1
CC(=O)N1[C@@H]2c3ccc(-c4ccccc4F)c(=O)n3C[C@H]1[C@H](CO)[C@H]2C(=O)NC1CCC1 | 0.0 | 1.4 | 2.3 | -3.8
C[C@@H]1CN([C@@H](C)CO)C(=O)c2cc(NC(=O)Nc3cccc4ccccc34)ccc2O[C@H]1CN(C)C | 1.8 | 34.8 | 14.2 | -0.2

Screening results from PubChem.
